Screening data as filed in PubChem BioAssay.
tim10-1 inh = tim10-1 yeast growth inhibition; S. cerevisiae tim10-1 ts strain growth, BacTiter-Glo, 24 h; AID 463190; hit rate 2.2% among 330,000; inhibition, % at 20 µM;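 active = inhibition of at least 40%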;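 also: mutant grown at 25 °C; 0% = DMSO wells with yeast and 100% = wells holding no yeast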
TIM10 inh = TIM10 yeast growth inhibition | S. cerevisiae TIM10 strain growth, BacTiter-Glo luminescence, 24 h | inhibition, % at 10 µM | hit rate 1.4% among 330,000 | AID 463195;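 active = inhibition of 40% or more at the single tested concentration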;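 also: wild-type TIM10 isogenic control strain grown at permissive 25 °C; 0% = DMSO yeast wells and 100% = minimal medium wells without yeast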
mIAP block = blocks mouse intestinal alkaline phosphatase; purified mouse IAP, CDP-Star luminescence, 30 min; inhibition, % at 10 µM; hit rate 0.2% among 330,000;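 active = inhibition of at least 40% at 10 µM in the primary screen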;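 also: plate controls were DMSO with enzyme for no effect and no enzyme wells for full effect; values of inactives mirror those of a sister screen read the other way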
hIAP inh = human IAP inhibition; P09923; purified IAP, CDP-Star luminescence, 30 min; inhibition, % at 10 µM; hit rate 0.12% among 330,000; AID 2544;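 active = inhibition reaching a set limit with compound at 10 µM in the primary screen, cut at about 35% in these data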;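 also: plate controls were DMSO wells with enzyme for no effect and no-enzyme buffer wells for full effect; values of inactives mirror those of a sister screen read the other way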
mIAP act = increases mouse intestinal alkaline phosphatase activity. AID 2805. activation factor at 10 µM. hit rate 0.24% among 330,000. muIAP, CDP-Star luminescence, 30 min; stronger effect = higher value; 1 = vehicle-only enzyme signal, 0 = enzyme-free wells;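 active = activation factor of at least 2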; also: the source names both 10 and 20 µM as test concentration; values of inactives mirror those of a sister screen read the other way
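System: mouse IAP enzyme. Reagent: CDP-Star chemiluminescent phosphatase substrate. Benchmarks: DMSO wells, no-enzyme wells. Times: 30 min enzyme-substrate-compound incubation at room temperature. Detection: luminescence from enzymatic CDP-Star hydrolysis. Doses: test compounds delivered from DMSO solution.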
A3G deaminase = inhibitors of human APOBEC3G DNA deaminase. hit rate 0.28% among 330,000. AID 493012. recombinant A3G, ssDNA deamination FAM/TAMRA fluorescence. inhibition, % at 20 µM. Q9HC16;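 active = inhibition of at least 40% at 20 µM, with no more than 30% in the related APOBEC3A deaminase screen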;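 also: plate controls were DMSO wells with A3G for no effect and wells lacking A3G enzyme for full effect; some compounds called inactive have numbers as strong as hits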
Target sequence (Q9HC16 whole entry, looked up): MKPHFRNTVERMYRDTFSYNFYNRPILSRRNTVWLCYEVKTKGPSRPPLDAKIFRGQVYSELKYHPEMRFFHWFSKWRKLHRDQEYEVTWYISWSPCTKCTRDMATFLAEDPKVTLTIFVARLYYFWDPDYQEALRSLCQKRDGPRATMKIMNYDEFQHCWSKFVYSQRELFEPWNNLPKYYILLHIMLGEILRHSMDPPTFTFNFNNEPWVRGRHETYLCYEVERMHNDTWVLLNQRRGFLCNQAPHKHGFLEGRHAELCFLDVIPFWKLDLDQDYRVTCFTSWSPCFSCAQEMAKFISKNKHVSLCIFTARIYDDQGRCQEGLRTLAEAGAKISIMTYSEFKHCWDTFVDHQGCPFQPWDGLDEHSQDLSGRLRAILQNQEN
A3A deaminase = blocks human APOBEC3A ssDNA deamination | inhibition, % at 20 µM | recombinant A3A, FAM/TAMRA ssDNA deamination fluorescence | AID 493011 | hit rate 0.41% among 330,000;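 active = at least 40% inhibition at 20 µM here, with at most 30% in a related deaminase screen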;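 also: plate controls were A3A with DMSO for no effect and wells lacking A3A enzyme for full effect; some results filed as inactive read as strong as hits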
Target sequence (P31941 whole entry, looked up): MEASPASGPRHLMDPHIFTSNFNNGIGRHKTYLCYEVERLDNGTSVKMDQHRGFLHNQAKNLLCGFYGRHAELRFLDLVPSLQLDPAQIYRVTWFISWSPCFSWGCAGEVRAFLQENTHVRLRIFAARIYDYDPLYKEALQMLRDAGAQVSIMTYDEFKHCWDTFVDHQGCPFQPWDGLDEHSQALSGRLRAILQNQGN
NALP3 yeast inh = inhibitors of NALP3 inflammasome in yeast. hit rate 0.39% among 330,000. Yeast reconstituted NLRP3/ASC/caspase-1, beta-gal luminescence, 24 h. inhibition, % at 10 µM;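 active = inhibition of 50% or more; inactive = inhibition below 50%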;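 also: plate controls were induced DMSO wells for no effect and uninduced yeast grown without galactose for full effect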
MIN6 prolif = MIN6 beta-cell proliferation induction. MIN6 cells proliferation, ATPlite luminescence, 48 h; cells starved in 0.2% serum; 100% = growth in 10% serum. proliferation, % at 10 µM. hit rate 0.29% among 330,000. AID 2380;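 active = compounds whose signal lies at least 3.5 SD above the mean of all wells on their plate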;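 also: 0% = DMSO-treated cells in low-serum medium and 100% = 10% serum control; some compounds called inactive have numbers as strong as hits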
* = called active by the depositor.

| item | Structure | tim10-1 inh | TIM10 inh | mIAP block | hIAP inh | mIAP act | A3G deaminase | A3A deaminase | NALP3 yeast inh | MIN6 prolif |
| --- | --- | --- | --- | --- | --- | --- | --- | --- | --- | --- |
| 1 | Cc1c(C(=O)Nc2nc(-c3ccccn3)cs2)oc2ccccc12 | 21.5 | 2.6 | 21.8 | -28.5 | 0.782 | 24.8 | 3.7 | 13.2 | -7.8 |
| 2 | NC(=O)c1ccc[n+](CC(=O)c2ccccc2)c1 | 2.1 | 9.1 | -2.6 | 22.0 | 1.03 | -1.8 | -3.5 | 6.2 | 0.2 |
| 3 | CC(C)Oc1ccc(S(=O)(=O)N2CCOCC2)cc1NC(=O)C1CSC2(C)CCC(=O)N12 (stereo not drawn) | -1.7 | 14.3 | 2.9 | -10.1 | 0.971 | 0.6 | 23.4 | 15.1 | -0.8 |
| 4 | CC(C)c1nnc(N2C(=O)c3oc4ccccc4c(=O)c3C2c2ccco2)s1 (stereo not drawn) | 21.7 | 16.3 | -6.0 | -2.2 | 1.06 | -3.8 | -1.2 | 14.3 | -0.7 |
| 5 | COc1ccc(-n2c(Cn3nnc4ccccc43)nnc2SCC(=O)O)cc1 | 15.9 | 20.7 | 3.9 | -8.8 | 0.961 | -11.9 | -1.4 | 35.6 | -4.8 |
| 6 | CCn1nnnc1SCC(=O)N1CCCCC1 | 1.7 | 2.3 | 9.6 | 14.4 | 0.904 | -3.7 | 3.5 | 1.9 | -2.1 |
| 7 | COC(=O)c1c(C)[nH]c(C)c1-c1ccc([N+](=O)[O-])cc1 | 17.6 | 1.3 | 1.7 | 1.6 | 0.983 | -8.3 | -1.4 | 20.7 | -2.8 |
| 8 | COc1ccc(S(=O)(=O)N(C)c2ccc(C(=O)NCc3ccccn3)cc2)cc1 | -0.7 | -1.4 | 1.1 | -41.7 | 0.989 | -8.0 | -0.9 | 1.3 | -0.9 |
| 9 | COC(=O)c1nnn(-c2cc(Cl)cc(Cl)c2)c1C(=O)OC | 7.0 | 9.9 | -1.0 | -14.2 | 1.01 | -5.6 | -1.5 | 15.8 | -1.3 |
| 10 | O=C(COC(=O)CN1C(=O)c2cccc([N+](=O)[O-])c2C1=O)NC1CCS(=O)(=O)C1 (stereo not drawn) | 7.8 | -11.1 | -0.8 | -9.1 | 1.01 | 3.9 | -3.2 | -1.0 | -1.9 |
| 11 | CC(=O)c1ccc(S(=O)(=O)NC2CC(=O)N(c3ccc(C)cc3)C2)cc1 (stereo not drawn) | -4.2 | -3.4 | -4.4 | -4.3 | 1.04 | -2.5 | -1.1 | 17.7 | -0.8 |
| 12 | CC(C)(C)c1ccc(OCCCCCCN2CCNCC2)cc1 | -51.0 | -7.7 | -1.8 | -23.6 | 1.02 | -9.3 | 2.2 | 26.4 | -6.0 |
| 13 | Cc1ccc(CNC(=O)C2CCC(=O)N(Cc3ccc(Cl)cc3)C2)cc1F (stereo not drawn) | 12.0 | -0.4 | -13.0 | -4.4 | 1.13 | 1.5 | 1.1 | 13.1 | -3.8 |
| 14 | Cc1cccc(-n2ncc(C(=O)NC3CCCC3)c2C2CCN(C(=O)OC(C)(C)C)CC2)c1 | 25.1 | 11.4 | -1.3 | -7.2 | 1.01 | -0.9 | 1.5 | -1.0 | 11.3 |
| 15 | CCOCCOC(=O)c1ccc(NC(=O)C2COc3ccccc3O2)cc1 (stereo not drawn) | 41.9* | 13.7 | -13.5 | -11.0 | 1.14 | -0.9 | -1.1 | 25.9 | -4.6 |
| 16 | Clc1ccc(OCCn2ccnc2)cc1Cl | -29.8 | -5.7 | 7.1 | -16.1 | 0.929 | -5.1 | 1.6 | 18.3 | -2.4 |

Given with one line to a screen: 2 of the compounds above
10	O=C(COC(=O)CN1C(=O)c2cccc([N+](=O)[O-])c2C1=O)NC1CCS(=O)(=O)C1 (stereo not drawn)
16	Clc1ccc(OCCn2ccnc2)cc1Cl

assay / compound | 10 | 16
tim10-1 inh | 7.8 | -29.8
TIM10 inh | -11.1 | -5.7
mIAP block | -0.8 | 7.1
hIAP inh | -9.1 | -16.1
mIAP act | 1.01 | 0.929
A3G deaminase | 3.9 | -5.1
A3A deaminase | -3.2 | 1.6
NALP3 yeast inh | -1.0 | 18.3
MIN6 prolif | -1.9 | -2.4

Next section.
no. | canonical_smiles | tim10-1 inh | TIM10 inh | mIAP block | hIAP inh | mIAP act | A3G deaminase | A3A deaminase | NALP3 yeast inh | MIN6 prolif
17 | Cc1nc(N)nc(-c2ccccc2O)n1 | 7.4 | 16.1 | -2.0 | 0.9 | 1.02 | -3.2 | -3.7 | 20.9 | -1.2
18 | COc1cccc2c1cc1c(=O)n(CC(=O)NCCCN3CCCCC3)nc(C)n12 | -2.4 | 8.8 | -0.8 | 18.2 | 1.01 | 1.5 | 8.1 | -4.7 | 2.5
19 | CCOC(=O)C1=C(C)N(c2ccc(C)c(C)c2)C(=O)/C1=C\c1ccco1 | 27.2 | 23.8 | 8.1 | -13.6 | 0.919 | -3.4 | 1.1 | 18.4 | -6.2
20 | CCOc1ncccc1C(=O)NNC(=O)c1csc(N2CCOCC2)n1 | 7.9 | 1.4 | 13.7 | -43.7 | 0.863 | -10.5 | -1.1 | 19.5 | -1.8
21 | O=C1c2cccc3c([N+](=O)[O-])ccc(c23)C(=O)N1CCc1ccccn1 | 18.3 | 11.8 | -8.1 | -11.4 | 1.08 | -1.1 | 0.2 | -3.4 | -3.8
22 | Cc1cc(/C=N/NC(N)=S)c(C)n1-c1cccc(Cl)c1 | 36.7 | 24.0 | 4.5 | 0.6 | 0.955 | -8.9 | -1.5 | 37.9 | -4.7
23 | COc1ccc(/C=N/NC(=O)Cc2csc(Nc3cccc(C(F)(F)F)c3)n2)c(OC)c1 | -0.1 | -7.2 | -0.9 | 8.9 | 1.01 | -4.8 | -0.4 | 19.7 | -2.0
24 | CCCOc1ccc(C(=O)NCCO)cc1 | 2.1 | 13.7 | -8.0 | -36.3 | 1.08 | -7.6 | -2.5 | 0.7 | -5.1
25 | COc1ccc(OCCCC(=O)Nc2ccc3c(c2)OCCO3)cc1 | 5.3 | -13.3 | -15.5 | 7.3 | 1.16 | 0.0 | 2.2 | 33.4 | -1.9
26 | O=C(NCc1ccc(F)cc1)c1ccc2c(c1)S(=O)(=O)c1ccccc1C2=O | -18.2 | -1.0 | 9.9 | -8.8 | 0.901 | -8.2 | -1.9 | 12.4 | 8.1
27 | COc1ccc(S(=O)(=O)N2CCCC2CNC(=O)C(=O)NCc2ccc3c(c2)OCO3)cc1 (stereo not drawn) | 21.1 | 8.2 | 4.8 | 6.2 | 0.952 | -9.3 | 0.2 | 21.5 | 0.1
28 | CN(C)S(=O)(=O)c1ccc(N2CCCC2)c(C(=O)Nc2nc3ccccc3s2)c1 | 18.4 | 21.9 | 2.7 | -2.6 | 0.973 | 5.4 | 3.9 | -0.8 | -3.5

Among those listed so far, 6 have an aryl methoxy group:
no. | canonical_smiles | tim10-1 inh | TIM10 inh | mIAP block | hIAP inh | mIAP act | A3G deaminase | A3A deaminase | NALP3 yeast inh | MIN6 prolif
5 | COc1ccc(-n2c(Cn3nnc4ccccc43)nnc2SCC(=O)O)cc1 | 15.9 | 20.7 | 3.9 | -8.8 | 0.961 | -11.9 | -1.4 | 35.6 | -4.8
8 | COc1ccc(S(=O)(=O)N(C)c2ccc(C(=O)NCc3ccccn3)cc2)cc1 | -0.7 | -1.4 | 1.1 | -41.7 | 0.989 | -8.0 | -0.9 | 1.3 | -0.9
18 | COc1cccc2c1cc1c(=O)n(CC(=O)NCCCN3CCCCC3)nc(C)n12 | -2.4 | 8.8 | -0.8 | 18.2 | 1.01 | 1.5 | 8.1 | -4.7 | 2.5
23 | COc1ccc(/C=N/NC(=O)Cc2csc(Nc3cccc(C(F)(F)F)c3)n2)c(OC)c1 | -0.1 | -7.2 | -0.9 | 8.9 | 1.01 | -4.8 | -0.4 | 19.7 | -2.0
25 | COc1ccc(OCCCC(=O)Nc2ccc3c(c2)OCCO3)cc1 | 5.3 | -13.3 | -15.5 | 7.3 | 1.16 | 0.0 | 2.2 | 33.4 | -1.9
27 | COc1ccc(S(=O)(=O)N2CCCC2CNC(=O)C(=O)NCc2ccc3c(c2)OCO3)cc1 (stereo not drawn) | 21.1 | 8.2 | 4.8 | 6.2 | 0.952 | -9.3 | 0.2 | 21.5 | 0.1
